DUSP3 inh: DUSP3 (human) phosphatase inhibition | recombinant VHR phosphatase, pNPP absorbance | inhibition, % at 13.3 µM | hit rate 0.52% among 290,000 | AID 1654; in the data active = inhibition above about 50%; also: some compounds called inactive have numbers as strong as hits
Target sequence (P51452 whole entry, looked up): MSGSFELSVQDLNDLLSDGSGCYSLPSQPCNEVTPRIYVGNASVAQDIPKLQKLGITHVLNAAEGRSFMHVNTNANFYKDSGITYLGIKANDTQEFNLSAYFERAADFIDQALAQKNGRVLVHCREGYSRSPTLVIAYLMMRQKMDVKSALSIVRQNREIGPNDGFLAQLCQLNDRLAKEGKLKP
CCHF vOTU inh: blocks the CCHF virus ovarian tumor domain protease. hit rate 0.55% among 370,000. inhibition, % at 11.5 µM. CCHFV vOTU protease, Pep-AMC fluorescence. AID 651958; in the data active = inhibition above about 30%; also: 0% = vehicle wells with enzyme and 100% = no enzyme wells
PriA SSB inh: blocks PriA binding to SSB C-terminal tail; inhibition, % at 33 µM; AlphaScreen SSBct-PriA binding, biotinylated peptide; hit rate 0.6% among 430,000; in the data active = inhibition mostly above about 37%, no sharp cut-off; inactive = mostly below about 20%;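 also: plate controls were negative control peptide for no effect and reference peptide for full effect; strong numbers were not always called active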
BoNT-F LC inh: blocks Botulinum neurotoxin F light chain protease | Multiplex microsphere protease cleavage assay, flow cytometry | inhibition, % at 10 µM | hit rate 0.22% among 360,000; in the data active = inhibition above about 35%, passing the limit was not always enough; inconclusive = no clear call, values can overlap the other calls; also: plate controls were buffer without enzyme for full effect and enzyme alone for no effect
PrPC surface inh: inhibitors of human cell surface prion protein PrPC. inhibition, % at 13.8 µM. hit rate 0.43% among 370,000. TR-FRET read-out. P04156; in the data active = inhibition above about 24%; also: 0% = median of the test wells and 100% = reference compound wells
BoNT A protease: blocks Botulinum neurotoxin A light chain protease | multiplex microsphere protease substrate cleavage, flow cytometry | inhibition, % at 10 µM | hit rate 0.17% among 360,000; also: plate controls were buffer without enzyme for full effect and enzyme alone for no effect
Anthrax LF inh2: anthrax lethal factor protease inhibition | P15917 | multiplex microsphere protease cleavage assay, LF | inhibition, % at 10 µM | hit rate 0.12% among 360,000 | AID 588501; also: plate controls were buffer without enzyme for full effect and enzyme alone for no effect
MazF activator: activators of E. coli MazEF toxin-antitoxin RNase. P0AE70. FAM/BHQ RNA-DNA oligo cleavage fluorescence, 5 h. activation, % at 20 µM. hit rate 0.32% among 350,000; in the data active = activation above about 50%
Target sequence (P0AE70 whole entry, looked up): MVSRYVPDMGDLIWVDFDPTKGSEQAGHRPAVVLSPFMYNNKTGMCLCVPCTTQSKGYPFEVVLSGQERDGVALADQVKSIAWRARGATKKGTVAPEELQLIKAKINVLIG
Rv3671c protease: inhibitors of M. tuberculosis serine protease Rv3671c. P9WHR9. inhibition, % at 5.96 µM. hit rate 0.048% among 320,000. AID 2606; in the data active = inhibition above about 38%;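 also: extracellular domain of Rv3671c used as enzyme; 0% = enzyme with DMSO and 100% = no enzyme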
Target sequence (P9WHR9 whole entry, looked up, the tested form may be a part): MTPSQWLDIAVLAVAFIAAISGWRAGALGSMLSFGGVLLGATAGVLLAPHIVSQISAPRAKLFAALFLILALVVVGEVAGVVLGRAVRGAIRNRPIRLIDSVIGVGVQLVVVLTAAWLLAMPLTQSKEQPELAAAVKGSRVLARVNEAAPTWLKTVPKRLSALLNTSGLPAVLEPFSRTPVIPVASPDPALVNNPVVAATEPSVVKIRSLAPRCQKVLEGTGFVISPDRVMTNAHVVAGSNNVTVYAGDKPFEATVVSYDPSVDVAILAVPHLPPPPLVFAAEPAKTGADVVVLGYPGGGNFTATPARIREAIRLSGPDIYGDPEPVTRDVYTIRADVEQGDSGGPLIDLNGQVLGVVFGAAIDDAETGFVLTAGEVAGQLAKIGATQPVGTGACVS
3CLpro inhibitor: SARS-CoV 3CLpro protease inhibition; P0C6X7; recombinant SARS-CoV 3CLpro, quenched FRET peptide cleavage; inhibition, % at 6 µM; hit rate 0.14% among 290,000; AID 1706; in the data active = inhibition above about 12%
Numbers without * were called inactive; i = inactive; ? = inconclusive; . = not tested or not shown. Rule as the data show it, unless noted: active = inhibition above about 30%; inconclusive = no clear call, values can overlap the other calls; inactive = below that. The list is partial; count on the stated rates, not on these rows.

structure,MazF activator,PrPC surface inh,3CLpro inhibitor,Rv3671c protease,PriA SSB inh,BoNT-F LC inh,DUSP3 inh,BoNT A protease,CCHF vOTU inh,Anthrax LF inh2
CC1CN(C(=O)c2nn(C)cc2[N+](=O)[O-])CC(C)O1 (centres undefined),-3.7,0.5,1.7,-0.2,-7.4,-7.4,20.9,-0.2,7.5,-1.4
Cc1cc(C)c(C)c(OCC(=O)NCCN(C)C)c1,2.0,2.4,0.4,5.9,-1.9,6.2,-8.3,0.4,5.8,-3.0
O=C(Nc1ccc(O)cc1C(=O)O)c1ccc(NC(=O)c2ccco2)cc1,3.3,2.6,.,0.5,-0.5,4.1,.,0.3,36.9*,2.5
COC(=O)C[C@@H]1C[C@H]2c3cc(N(C)C)ccc3O[C@H]2[C@H](CO)O1,2.5,.,.,.,.,-1.9,.,-0.5,.,-7.4
CCC[N+]1(CC#CC(O)(c2ccccc2)C2CCCCC2)CCCCC1 (centres undefined),-2.5,-4.9,-2.0,11.0,0.3,?,9.3,-1.3,-7.0,14.5
COc1ccc(NS(=O)(=O)c2cc(NC(=O)c3cncc(Br)c3)ccc2OC)cc1,10.4,2.9,.,-9.1,-10.6,-5.9,.,0.2,-6.7,2.4
O=C(CCS(=O)(=O)c1cccc2nonc12)Nc1ccc(Br)cc1,-0.5,-35.6,2.1,-3.3,3.0,-3.9,10.2,0.5,-0.4,1.5
Cc1ccc(-c2noc(C3CCN(S(C)(=O)=O)CC3)n2)o1,1.2,4.4,0.1,-7.5,-8.0,5.7,23.2,-0.4,-4.8,-4.4
COC(=O)c1c(-c2ccccc2)nn(-c2ccccc2)c1C(=O)OC,1.4,4.8,3.5,3.7,-21.2,-18.3,-3.8,1.1,-3.9,-6.1
COc1ccccc1CNc1cc(-c2ccccc2)ccc1OC,-5.9,-1.6,4.2,4.3,6.9,-9.9,-1.6,-1.9,2.3,-5.8
Cc1c(NS(=O)(=O)c2cccc(C(=O)NCc3ccc(Cl)cc3)c2)c(=O)n(-c2ccccc2)n1C,-0.2,3.2,-1.9,5.6,-13.9,0.7,-3.7,-0.3,1.1,0.8
CCCOc1ccc(C2c3c(oc4ccccc4c3=O)C(=O)N2CCN(CC)CC)cc1OC (centres undefined),-1.7,-15.8,5.9,2.9,2.0,1.8,6.7,-0.1,7.5,-6.9
COC(=O)c1ccsc1NC(=O)CCS(=O)(=O)c1ccc(Cl)cc1,-0.5,1.3,.,-7.3,-1.5,4.2,.,-0.9,-4.4,-0.2
COc1ccc(-c2csc(C(C)(O)c3cccnc3)n2)cn1 (centres undefined),.,6.4,.,.,.,1.2,.,-0.1,10.8,-0.3
CC(=O)c1cccc(Oc2ncccn2)c1,-3.2,6.6,1.9,-5.2,-16.7,-4.1,30.3,0.5,-6.2,-2.7
O=C1NC(=Nc2ccccc2)SC1Cc1cccc(Cl)c1Cl (centres undefined),-0.5,10.1,-0.8,-10.5,-17.0,-0.7,1.5,-0.9,12.3,0.7
Cn1nc(-c2ccccc2)cc1NC(=O)[C@@H]1O[C@H](CO)[C@H](O)[C@H](O)[C@H]1O,.,4.0,.,.,.,-1.4,.,-0.4,6.8,-0.1
O=C(NC1CCCC1)C(c1c(F)cccc1Cl)N(C(=O)c1csnn1)C1CC1 (centres undefined),-0.8,2.1,-0.6,0.3,-15.5,-1.0,29.8,-0.5,-2.0,-1.7
CC(=O)Nc1nnc(S(=O)(=O)N2CCN(c3ccc(Cl)cc3[N+](=O)[O-])CC2)s1,-7.8,-4.0,0.6,3.8,4.6,2.3,5.5,-0.3,-7.3,2.0
O=C(CN1C(=O)C2(OCCO2)c2ccccc21)c1ccc(F)cc1,0.7,-1.4,-5.2,-0.6,-2.8,-32.3,21.3,-3.6,-8.3,-4.8
O=C(NCCS(=O)(=O)N1CCN(c2cccc(Cl)c2)CC1)c1cc(=O)c2ccccc2o1,-10.2,-10.3,0.1,-7.7,-4.7,0.1,12.8,-0.4,22.2,-1.3
Cc1nnc(NC(=O)CCC(=O)N2CCN(CCOc3cccc4ccccc34)CC2)s1,-1.8,4.9,4.8,3.6,-9.1,?,19.4,-1.2,-12.4,4.2
Cc1cc(=O)[nH]c(SCC(=O)Nc2c(C)n(C)n(-c3ccccc3)c2=O)c1C#N,0.0,7.7,.,6.3,-4.1,-2.5,.,-0.6,0.4,1.1
Cc1nn(CC(=O)NCC2CCCO2)c(=O)c2ccccc12 (centres undefined),-4.8,-3.4,-1.6,-0.3,-9.8,-9.1,8.2,-1.1,1.5,0.8
CN1C(=S)SC(N(O)C=C2C=CC(=O)C=C2)C1(C)C (centres undefined),3.0,-3.5,-1.7,-3.3,-20.0,5.0,-23.4,-1.2,-8.6,-7.1
N/C(Cc1cccc2ccccc12)=N\OC(=O)c1cccs1,-0.2,.,1.0,-6.8,i,-10.9,-7.9,-0.1,.,-3.5
Cc1ccccc1-c1csc(C(C)(O)c2cccnc2)n1 (centres undefined),.,8.8,.,.,.,-1.4,.,0.3,8.1,6.8
Cc1ccc(C(=O)Nc2cc(S(=O)(=O)N3CCOCC3)ccc2N2CCCC2)cc1,-5.1,46.0*,.,1.1,-3.1,-26.5,.,-1.5,-3.8,-3.8
CCOC(=O)c1ccc(NC(=O)c2c(NC(=O)CCC(=O)O)sc3c2CCCCC3)cc1,-12.9,4.1,4.6,2.0,-7.9,-2.4,16.4,2.7,-1.4,-3.0
CCCCc1cc(=O)oc2cc(OCC(=O)NCc3ccccn3)c(Cl)cc12,17.4,-0.1,1.8,-0.1,-5.0,-0.2,5.5,-0.5,-1.4,-0.7
CN(C)/C=N/c1cc(=O)n(C)c(=O)n1CC1CC1,1.3,1.1,-0.7,-6.8,.,-4.4,-3.6,-0.8,-1.9,-4.5
Cc1noc(C)c1CSCC(=O)N(CCC(C)C)c1c(N)n(Cc2ccccc2)c(=O)[nH]c1=O,3.1,-0.5,-2.0,-7.1,5.0,-3.2,-13.9,-5.8,6.0,-3.9
COc1ccccc1C1CC(c2cccs2)=NN1C(=O)CCC(=O)O (centres undefined),7.2,1.2,-1.2,-0.5,-9.4,-21.6,10.7,0.0,3.3,18.9
Cc1cc(C(=O)N/N=C/C=C/c2ccc(Br)cc2)n[nH]1,0.3,0.2,-2.7,-2.2,.,5.2,1.1,-0.3,11.7,-5.5
COc1ccc(N2C(=O)CN(Cc3cc(OC)c(OC)c(OC)c3)C2=S)cc1,0.5,5.9,1.5,0.2,-2.5,-1.6,7.2,-0.9,-9.2,-2.4
O=C(C1CCN(S(=O)(=O)Cc2ccccc2)CC1)N1CCN(c2ncccn2)CC1,-3.4,0.6,1.0,3.4,-1.6,-22.1,3.5,-0.8,2.1,0.0
O=C(Nc1ccccc1)N(CCN1CCOCC1)Cc1cccc(Cl)c1,1.0,0.8,4.8,0.5,6.1,-4.5,24.0,-0.4,3.9,0.3
COc1cccc(C2=Nc3cccc4cccc(c34)N2)c1,2.1,-3.8,0.1,1.9,40.2,-25.6,32.8,-0.2,29.9*,-11.8
CC(C)(C)NC(=O)C1CCN(C(=O)c2ccco2)CC1,10.6,11.7,0.1,-1.3,0.4,4.8,6.7,-0.1,-0.5,1.5
CC(=O)c1ccc(N2CCN(C(=O)c3cc(-c4cccnc4)nc4ccc(Br)cc34)CC2)cc1,-4.0,3.1,-3.2,3.4,-4.2,-0.5,26.9,-0.4,-11.1,-3.9

Structures shown so far that contain fluorine:
structure,MazF activator,PrPC surface inh,3CLpro inhibitor,Rv3671c protease,PriA SSB inh,BoNT-F LC inh,DUSP3 inh,BoNT A protease,CCHF vOTU inh,Anthrax LF inh2
O=C(NC1CCCC1)C(c1c(F)cccc1Cl)N(C(=O)c1csnn1)C1CC1 (centres undefined),-0.8,2.1,-0.6,0.3,-15.5,-1.0,29.8,-0.5,-2.0,-1.7
O=C(CN1C(=O)C2(OCCO2)c2ccccc21)c1ccc(F)cc1,0.7,-1.4,-5.2,-0.6,-2.8,-32.3,21.3,-3.6,-8.3,-4.8

Next part:
structure,MazF activator,PrPC surface inh,3CLpro inhibitor,Rv3671c protease,PriA SSB inh,BoNT-F LC inh,DUSP3 inh,BoNT A protease,CCHF vOTU inh,Anthrax LF inh2
CCN(CC)S(=O)(=O)c1ccc(N/N=C/c2ccc(O)cc2O)nc1,4.3,0.3,-2.0,10.7,.,-8.7,7.4,-0.5,15.5,-0.9
Cn1c(Cn2c(=O)sc3ccccc32)nnc1SCC(=O)N1CCc2ccccc21,11.3,-3.0,-4.2,-4.5,-4.6,-1.7,30.5,-0.5,24.0,-1.7
Cc1cccc(C(=O)Nc2cc(NC(=O)c3cccs3)ccc2C)c1,2.9,15.9,2.4,-10.9,1.1,-13.8,-11.8,-2.2,4.8,-3.7
O=C(O)CSCC(=O)NCc1cccc(C(F)(F)F)c1,-6.7,-2.4,1.7,-4.2,-1.2,-7.2,19.7,-1.2,-5.2,-0.3
CCCCCc1ccc(-c2cn(Cc3ccc(C)cc3)nn2)cc1,-8.2,8.6,-4.8,9.9,-27.1,-5.7,1.1,-1.1,12.8,-3.9
Fc1ccc(CN2CCN(C(c3ccccc3)c3ccccc3)CC2)cc1,2.4,-8.3,-4.7,0.4,4.1,?,-1.9,-1.3,3.1,3.4
O=Cc1ccc(OCc2ccc3c(c2)OCO3)cc1,8.2,-0.2,-2.4,2.9,-26.4,-29.5,-12.4,2.1,-9.8,-0.5
COCCN(Cc1cc2cc(C)c(C)cc2nc1Cl)C(=O)Nc1ccccc1,-8.8,4.4,-4.5,-2.0,5.6,-6.3,23.5,0.1,-7.3,0.8
O=C(O)CCC1(C(=O)O)OCCc2ccccc21 (centres undefined),-3.1,3.5,-3.4,1.3,0.3,-4.9,9.7,-1.0,6.5,-0.3
COc1ccc(N2CCN(C(=O)CN3C(=O)NC(C)(c4ccc5ccccc5c4)C3=O)CC2)cc1 (centres undefined),-3.7,-4.5,.,-4.5,15.9,5.6,.,3.0,10.1,3.3
Cc1ccc2ncc([N+](=O)[O-])n2c1,-1.0,-24.4,-1.1,-4.9,1.2,3.5,12.8,3.0,19.7,-0.8
COc1ccc(/C=C2/C(=O)OCc3cc(OC)c(OC)cc32)cc1,-5.2,-3.2,-2.6,-14.7,9.0,-0.7,0.1,0.0,-1.9,-2.1
Cc1ccc(F)cc1NC(=O)Nc1cc(C(C)(C)C)nn1C,1.4,3.3,5.3,1.8,-11.2,?,18.6,3.0,-4.8,-10.3
COc1ccc(-c2cc(C(=O)Nc3ccccc3SC)no2)cc1OC,-11.6,7.2,-3.6,-6.2,-8.7,-1.2,10.7,1.6,0.2,-3.1

Compound activity (PubChem BioAssay)
